RNase H inhibition – RNase H inhibition, HIV 1 Gag Pol polyprotein, FRET biochemical assay, screening (AID 372); HIV-1 RT RNase H, FRET RNA/DNA substrate fluorescence; higher % means a stronger effect; inhibition, % at 10 µM, or IC50 in µM where a hit was titrated; 0.77% of 100,000 active; in the data active means inhibition above about 50%
* = called active by the depositor. Some of the compounds tested (hit frequency here may not be typical).

Sample of the layout, 5 compounds:
1	CCCCCn1c(=O)c(C(=O)Nc2ccc(OC)cc2)c(O)c2ccccc21
  RNase H inhibition = 9%
2	Cc1ccc(C2C(C#N)=C(N)Oc3c2c(=O)oc2ccccc32)c(C)c1 (stereo unspecified)
  RNase H inhibition = 20%
3	Cc1c(Cl)c([N+](=O)[O-])nn1CC(=O)Nc1ccc(Cl)cc1C(=O)c1ccccc1
  RNase H inhibition = 25%
4	COc1cccc(-n2c(/C=C/c3ccc4c(c3)OCO4)nc3ccccc3c2=O)c1
  RNase H inhibition = 12%
5	CCN(CC)C(C)C(=O)c1ccc2ccccc2c1 (stereo unspecified)
  RNase H inhibition = 0%

All compounds of this part, from the first entry:
1	CCCCCn1c(=O)c(C(=O)Nc2ccc(OC)cc2)c(O)c2ccccc21
  RNase H inhibition = 9%
2	Cc1ccc(C2C(C#N)=C(N)Oc3c2c(=O)oc2ccccc32)c(C)c1 (stereo unspecified)
  RNase H inhibition = 20%
3	Cc1c(Cl)c([N+](=O)[O-])nn1CC(=O)Nc1ccc(Cl)cc1C(=O)c1ccccc1
  RNase H inhibition = 25%
4	COc1cccc(-n2c(/C=C/c3ccc4c(c3)OCO4)nc3ccccc3c2=O)c1
  RNase H inhibition = 12%
5	CCN(CC)C(C)C(=O)c1ccc2ccccc2c1 (stereo unspecified)
  RNase H inhibition = 0%
6	Cc1ccc(C(=O)N2CCN(/C(N)=N/[N+](=O)[O-])CC2)cc1[N+](=O)[O-]
  RNase H inhibition = 7%
7	CCCCCC1C(=O)NC(=S)N(c2ccccc2)C1=O (stereo unspecified)
  RNase H inhibition = 20%
8	Clc1cccc(N2CCN(Cc3ccc4c(c3)OCO4)CC2)c1
  RNase H inhibition = 10%
9	CN(C)c1ccc(/C=C/c2nc3ccc(I)cc3c(=O)n2-c2ccccc2)cc1
  RNase H inhibition = 8%
10	O=C1NC(=O)N(Cc2ccco2)C(=O)/C1=C\c1ccc(-c2cccc([N+](=O)[O-])c2)o1
  RNase H inhibition = 57%*
11	CC1CN(c2ccccc2[N+](=O)[O-])CC(C)N1 (stereo unspecified)
  RNase H inhibition = 0%
12	O=C1NC(=S)NC(=O)C1=Cc1ccc(OCc2cccc3ccccc23)cc1
  RNase H inhibition = 43%
13	Cn1c(O)c(C=Nc2ccc(Cl)cc2)c(=O)n(C)c1=O
  RNase H inhibition = 9%
14	c1ccc2c(CN3CCCCCCC3)c[nH]c2c1
  RNase H inhibition = 5%
15	Cc1cccc(N2C(=O)NC(=O)/C(=C\c3cc4c(cc3[N+](=O)[O-])OCO4)C2=O)c1
  RNase H inhibition = 33%
16	COc1cc(C=C2C(=O)N(C)C(=O)N(C)C2=O)ccc1OCCOc1ccccc1
  RNase H inhibition = 0%
17	Cc1cc(C)[n+]2c(-c3ccccc3)csc2n1
  RNase H inhibition = 4%
18	Cc1ccc(-n2c(-c3ccco3)nc3ccccc3c2=O)c(C)c1
  RNase H inhibition = 6%
19	CCCCC12CN3CCN(CC(C3)/C1=N/O)C2
  RNase H inhibition = 4%
20	Fc1cccc(Cl)c1CN1CCN(Cc2ccccc2)CC1
  RNase H inhibition = 3%
21	CCCCN(Cc1ccccc1)C1CCN(CCc2ccccc2)CC1
  RNase H inhibition = 15%
22	O=[N+]([O-])c1ccc(CNCCc2cccc(F)c2)cc1
  RNase H inhibition = 9%
23	CCN1CCN(Cc2ccc(O)c(OC)c2)CC1
  RNase H inhibition = 0%
24	CCCSc1nc2ccccc2c(=O)n1-c1ccc(OC)cc1
  RNase H inhibition = 34%
25	Cc1cc(OCc2ccccc2)c2c3c(c(=O)oc2c1)CCC3
  RNase H inhibition = 0%

26	O=C1NC(=S)N(c2ccc(Cl)cc2)C(=O)/C1=C/c1ccc2c(c1)OCO2
  RNase H inhibition = 2%
27	O=c1cccc2n1C[C@H]1C[C@@H]2CN(C/C=C/c2ccccc2[N+](=O)[O-])C1
  RNase H inhibition = 4%
28	CC1=C(C(=O)Nc2ccccc2)SCCO1
  RNase H inhibition = 11%
29	CCOC(=O)c1c(NC(=O)C23CC4CC(CC(C4)C2)C3)sc2c1CCCC2
  RNase H inhibition = 12%
30	Cc1cccc(OP(=O)(Oc2ccccc2)Oc2cccc(C)c2)c1
  RNase H inhibition = 3%
31	Cc1ccc(N2C(=O)NC(=O)/C(=C/c3ccc(-c4cccc(C(=O)O)c4)o3)C2=O)cc1
  RNase H inhibition = 12%
32	O=[N+]([O-])c1ccc(CN2CCN(Cc3cccc(Br)c3)CC2)cc1
  RNase H inhibition = 10%
33	CC(C)COP(C)(=S)/C(C#N)=C(\OC(=O)c1ccccc1)c1ccccc1 (stereo unspecified)
  RNase H inhibition = 28%
34	COc1ccc(N2C(=O)NC(=O)/C(=C\c3ccc([N+](=O)[O-])s3)C2=O)cc1
  RNase H inhibition = 14%
35	Cc1ccc(C)c(CN2CCN(c3ccccc3C)CC2)c1
  RNase H inhibition = 3%
36	COc1ccc(OC)c(CN2CCN(C(=O)Cc3ccccc3)CC2)c1
  RNase H inhibition = 20%
37	Oc1c(Cl)cc(-c2cc(Cl)c(O)c(Cl)c2)cc1Cl
  RNase H inhibition = 21%
38	COc1ccccc1-n1c(/C=C/c2ccc(Cl)cc2)nc2ccccc2c1=O
  RNase H inhibition = 22%
39	C=CCN1C(=O)NC(=O)C(=Cc2cccn2C)C1=O
  RNase H inhibition = 0%
40	O=C(Cc1ccccc1)N1CCN(Cc2ccco2)CC1
  RNase H inhibition = 12%
41	CCc1nc2ccccc2c(=O)n1-c1ccc2ccccc2c1
  RNase H inhibition = 13%
42	COc1ccc(CN2CCN(c3cccc(Cl)c3)CC2)c(C)c1C
  RNase H inhibition = 8%
43	CCCCn1c(=O)c(C(=O)NCCc2ccccc2)c(O)c2ccccc21
  RNase H inhibition = 6%
44	CCc1ccc(CN2CCN(c3cccc(OC)c3)CC2)cc1
  RNase H inhibition = 6%
45	O=C(Cn1c[n+]([N-][N+](=O)[O-])cn1)Nc1ccc(Cl)cc1
  RNase H inhibition = 8%
46	CC(=O)c1ccc(OC(NC(=O)c2cccc(C)c2)C(Cl)(Cl)Cl)cc1 (stereo unspecified)
  RNase H inhibition = 0%
47	CCN1CCN(C(=O)COc2ccc(C34CC5CC(CC(C5)C3)C4)cc2)CC1
  RNase H inhibition = 12%
48	CCc1ccc(CN2CCN(c3cccc(C)c3C)CC2)cc1
  RNase H inhibition = 1%
49	CC(C)OC1N/C(=N\[N+](=O)[O-])N(C)C1OC(C)C (stereo unspecified)
  RNase H inhibition = 3%
50	O=C(Nc1ccc(Cl)cc1C(=O)c1ccccc1)c1ccc(S(=O)(=O)N2CCCCC2)cc1
  RNase H inhibition = 12%

7 structures from above, ordered by SMILES length, low to high:
40	O=C(Cc1ccccc1)N1CCN(Cc2ccco2)CC1
  RNase H inhibition = 12%
35	Cc1ccc(C)c(CN2CCN(c3ccccc3C)CC2)c1
  RNase H inhibition = 3%
48	CCc1ccc(CN2CCN(c3cccc(C)c3C)CC2)cc1
  RNase H inhibition = 1%
49	CC(C)OC1N/C(=N\[N+](=O)[O-])N(C)C1OC(C)C (stereo unspecified)
  RNase H inhibition = 3%
45	O=C(Cn1c[n+]([N-][N+](=O)[O-])cn1)Nc1ccc(Cl)cc1
  RNase H inhibition = 8%
47	CCN1CCN(C(=O)COc2ccc(C34CC5CC(CC(C5)C3)C4)cc2)CC1
  RNase H inhibition = 12%
26	O=C1NC(=S)N(c2ccc(Cl)cc2)C(=O)/C1=C/c1ccc2c(c1)OCO2
  RNase H inhibition = 2%

(listing goes on)
| entry | canonical_smiles | RNase H inhibition |
| --- | --- | --- |
| 51 | O=[N+]([O-])c1ccc(NCCCN2CCOCC2)c2cccnc12 | 9% |
| 52 | C=CCSc1nc2ccccc2c(=O)n1-c1ccccc1 | 10% |
| 53 | COc1ccc(Br)cc1C1C(C#N)=C(N)Oc2c1c(=O)oc1ccccc21 (stereo unspecified) | 5% |
| 54 | CCOc1ccc(N2C(=O)CC(=O)NC2=S)cc1 | 11% |
| 55 | CC(C)(C)N1CC1C(=O)OCc1ccccc1 (stereo unspecified) | 2% |
| 56 | Fc1ccccc1N1CCN(Cc2ccc(Cl)cc2Cl)CC1 | 0% |
| 57 | O=[N+]([O-])c1cccc(CNCCc2ccccc2)c1 | 11% |
| 58 | CCCCOC(=O)COc1cc(C)cc2oc(=O)c3c(c12)CCC3 | 0% |
| 59 | O=C1NC(=S)NC(=O)C1CCCC=C(Cl)Cl | 4% |
| 60 | Cc1c(C)[n+](=O)c2cc(N3CCN(C)CC3)c(Cl)cc2n1[O-] | 6% |
| 61 | COCc1c(C)cc(C)c(C=C(C#N)C#N)c1C | 0% |
| 62 | COc1ccc(CNCCc2ccc(F)cc2)cc1 | 17% |
| 63 | COc1cc(/C=C2\C(=O)NC(=O)N(c3ccc(Br)cc3)C2=O)ccc1O | 4% |
| 64 | CN1CCN(c2ncnc3ccc(Br)cc23)CC1 | 7% |
| 65 | CCCSc1nc(O)c(CC)c(=O)n1C(C)CC (stereo unspecified) | 0% |
| 66 | O=[N+]([O-])Nc1ccc(C(F)(F)F)cn1 | 3% |
| 67 | COc1ccc(-n2c(/C=C/c3ccco3)nc3ccccc3c2=O)cc1 | 5% |
| 68 | CCC1(C)CC(CCNCc2ccc(OC)c(OC)c2)(c2ccc(C)cc2)CCO1 (stereo unspecified) | 14% |
| 69 | CCc1ccc(CNCCc2c[nH]c3ccccc23)cc1 | 11% |
| 70 | COc1ccc(-n2c(-c3ccncc3)nc3ccccc3c2=O)cc1 | 0% |
| 71 | Cn1c(O)c(C=NCCN2CCN(C(=O)c3ccccc3)CC2)c(=O)n(C)c1=O | 4% |
| 72 | COc1ccc(CCN(C)C2CCC(C(C)(C)C)CC2)cc1OC (stereo unspecified) | 6% |
| 73 | COc1ccc(CNCCc2ccc(F)cc2)c(OC)c1OC | 5% |
| 74 | COc1ccc(CCNCc2cccnc2)cc1 | 0% |
| 75 | O=C1NC(=S)NC(=O)C1=Cc1cccc(OS(=O)(=O)c2ccc3ccccc3c2)c1 | 53%* |
| 76 | CN(CN1C(=O)C(=O)c2cc([N+](=O)[O-])ccc21)[N+](=O)[O-] | 1% |
| 77 | CCN1CCN(C2CC3CCC2C3)CC1 (stereo unspecified) | 14% |
| 78 | COc1ccccc1CN1CCN(Cc2ccc(C)cc2)CC1 | 5% |
| 79 | COC(=O)C1=C(N)OC(C)=C(C(=O)OC(C)(C)C)C12C(=O)Nc1ccccc12 (stereo unspecified) | 13% |

Pulled one by one from the list above (2):
| entry | canonical_smiles | RNase H inhibition |
| --- | --- | --- |
| 77 | CCN1CCN(C2CC3CCC2C3)CC1 (stereo unspecified) | 14% |
| 78 | COc1ccccc1CN1CCN(Cc2ccc(C)cc2)CC1 | 5% |
